MEX-5 binding = C. elegans MEX-5 TCR-2 RNA binding activity; 300,000 tested, 0.38% active; activity score (negative = inhibition of binding), % at 10 µM; MEX-5/FITC-TCR2 RNA binding, fluorescence polarization; stronger effect = lower value; Q9XUB2; AID 1832;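 active = inhibition past about -25% in most replicates, and total fluorescence under double the plate's negative control median, limit read from the data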;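 also: 0% = DMSO and -100% = 5 µM competing unlabeled TCR2 RNA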
EBNA-1 inh = blocks EBNA-1 binding to DNA. EBNA-1 DNA binding, fluorescence polarization. AID 1950. 300,000 tested, 0.34% active. inhibition, % at 14.8 µM; in the data active = inhibition above about 28%
MCL1 BIM primary = MCL1-BIM-BH3 interaction inhibition (human) | Q07820 | 320,000 tested, 0.68% active | inhibition, % at 10.9 µM | GST-MCL1 / FITC-Bim-BH3 fluorescence polarization;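 active = inhibition above the mean inhibition of all tested compounds plus 3 SD, set per campaign, cut at about 40% in these data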;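 also: 0% = DMSO wells and 100% = unlabeled Bim-BH3 peptide control; higher means more loss of mP so more displacement of Bim peptide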
Target sequence (Q07820 whole entry, looked up): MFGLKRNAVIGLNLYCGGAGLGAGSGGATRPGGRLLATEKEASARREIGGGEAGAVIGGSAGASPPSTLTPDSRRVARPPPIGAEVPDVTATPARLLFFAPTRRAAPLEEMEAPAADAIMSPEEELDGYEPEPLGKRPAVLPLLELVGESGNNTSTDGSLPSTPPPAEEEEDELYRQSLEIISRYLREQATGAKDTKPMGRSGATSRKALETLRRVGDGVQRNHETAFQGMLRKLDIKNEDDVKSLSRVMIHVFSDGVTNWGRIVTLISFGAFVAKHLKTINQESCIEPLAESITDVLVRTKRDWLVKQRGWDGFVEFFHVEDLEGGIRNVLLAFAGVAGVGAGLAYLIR
Bcl-xL primary = Bcl-xL (human) inhibition; Q07817; inhibition, % at 10.9 µM; 320,000 tested, 0.7% active; GST-Bcl-xL / FITC-Bim BH3 peptide fluorescence polarization;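 active = inhibition above the mean of all tested compounds plus 3 SD, cutoff set per campaign, cut at about 30% in these data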;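 also: 0% = DMSO wells and 100% = unlabeled Bim-BH3 peptide competitor; inhibitors lower millipolarization by displacing the labeled peptide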
Fam108B inh = blocks mouse Fam108B hydrolase in RBBP9 counter-screen; recombinant Fam108B, FP-Rh probe fluorescence polarization; inhibition, % at 9.51 µM; 300,000 tested, 0.33% active; AID 1947;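 active = inhibition above the screen mean inhibition plus 3 SD, computed separately per campaign, cut at about 18% in these data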;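 also: inhibitors lower polarization as less probe binds the enzyme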
Efflux pump inh = inhibitors of Candida antifungal efflux pumps expressed in yeast; AID 485275; S. cerevisiae Candida pump triplex, Nile Red efflux; inhibition, % at 10 µM; 330,000 tested, 0.44% active;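 active = plate passing quality check with inhibition over a set limit, or well fluorescence over plate mean plus 4 SD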;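 also: Nile Red retained in pooled yeast measured as flow cytometry median fluorescence; 0% = buffer negative control and 100% = Enniatin B positive control; higher means more Nile Red kept so more efflux inhibition; some compounds called inactive have numbers as strong as hits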
ZTA counter = blocks Epstein-Barr virus ZTA, an EBNA-1 counter-screen. 320,000 tested, 0.15% active. ZTA-DNA binding, fluorescence polarization. inhibition, % at 11 µM. P03206; in the data active = inhibition above about 33%
Target sequence (P03206 whole entry, looked up): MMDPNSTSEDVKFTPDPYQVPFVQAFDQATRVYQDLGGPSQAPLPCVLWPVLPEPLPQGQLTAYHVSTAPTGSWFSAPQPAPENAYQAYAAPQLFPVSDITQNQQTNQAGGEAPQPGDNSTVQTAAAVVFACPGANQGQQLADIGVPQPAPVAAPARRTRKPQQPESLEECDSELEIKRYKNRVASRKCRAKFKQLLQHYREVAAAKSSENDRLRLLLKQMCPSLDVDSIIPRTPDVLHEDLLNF
Yeast superoxide = lowers age-related superoxide in aged yeast cells; S. cerevisiae aged cells, superoxide DHE fluorescence; stronger effect = lower value; superoxide response (% of plate mean), % at 10 µM; 330,000 tested, 0.18% active;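 active = superoxide response under a set limit, about three screen SD below normal, cut at about 65% in these data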;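 also: yeast aged for seven days with compound at 30 °C before DHE staining; 100% = average MFI of all compound-treated wells on the plate with controls excluded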
GLD-1 TGE inh = GLD-1-TGE RNA interaction inhibition (C. elegans) | 320,000 tested, 0.44% active | Q17339 | purified GLD-1 + fluorescein TGE RNA, fluorescence polarization | AID 2280 | inhibition, % at 5.96 µM;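 active = percent inhibition above a per-plate cutoff, the plate mean of test compounds plus 3 SD, cut at about 30% in these data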;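 also: 0% = DMSO wells with GLD-1 and probe and 100% = wells lacking GLD-1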
Target sequence (Q17339 whole entry, looked up): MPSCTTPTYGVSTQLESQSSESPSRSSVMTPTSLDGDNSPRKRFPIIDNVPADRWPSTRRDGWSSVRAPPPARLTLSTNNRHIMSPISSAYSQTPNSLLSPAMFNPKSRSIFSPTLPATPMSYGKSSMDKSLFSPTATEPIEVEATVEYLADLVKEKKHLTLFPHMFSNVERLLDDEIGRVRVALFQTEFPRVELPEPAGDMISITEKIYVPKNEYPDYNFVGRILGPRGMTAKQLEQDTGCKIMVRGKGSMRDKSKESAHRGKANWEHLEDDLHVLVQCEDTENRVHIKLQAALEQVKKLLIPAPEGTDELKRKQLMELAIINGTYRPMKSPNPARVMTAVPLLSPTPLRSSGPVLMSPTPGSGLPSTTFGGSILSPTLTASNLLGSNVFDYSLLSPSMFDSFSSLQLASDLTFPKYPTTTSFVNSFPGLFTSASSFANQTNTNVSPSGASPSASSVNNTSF
* = called active by the depositor; . = not tested or not shown.

SMILES	MEX-5 binding	EBNA-1 inh	MCL1 BIM primary	Bcl-xL primary	Fam108B inh	Efflux pump inh	ZTA counter	Yeast superoxide	GLD-1 TGE inh
CC1=CCC2C(=O)N(c3cccc(C(=O)NCc4ccccc4)c3)C(=O)C2C1 (stereo not given)	1.0	3	2	6	-2	0.0	-2	90	0
COc1cccc2cc(C(C)N(CCCN3CCOCC3)C(=O)Nc3ccccc3)oc12 (stereo not given)	-0.2	-8	6	6	0	-0.1	14	92	-3
CN(C)/C=C1\C=C(c2ccccc2)OC1=O	1.1	0	-1	1	-1	0.0	0	102	-3
CC(=O)c1c(C)[nH]c(C(=O)OCC(=O)NCc2cccs2)c1C	.	.	-7	-4	.	0.0	-19	98	2
COc1ccc2c(c1)CCCC21NC(=O)N(CC(=O)NC(=O)NCc2ccccc2)C1=O (stereo not given)	-2.0	6	13	2	-1	0.1	6	91	6
CCNC(=S)NNC(=O)c1cc(-c2cccc(C)c2)nc2ccccc12	-0.5	-15	6	4	-1	-0.1	1	109	3
O=C(O)C1CCCN1C(=O)OCC1c2ccccc2-c2ccccc21 (stereo not given)	4.0	4	-11	-3	1	0.0	11	125	-2
Cc1ccc(C(=O)COC(=O)CN2C(=O)C3C4CC(C(Br)C4Br)C3C2=O)cc1 (stereo not given)	-0.5	2	1	8	-2	0.0	3	98	2
CC(C)(C)S(=O)(=O)c1ccccc1C(=O)O	0.7	9	-1	4	8	-0.1	1	70	2
COc1ccccc1NC(=O)C(C)N1CCN(C/C=C/c2ccccc2)CC1 (stereo not given)	3.7	3	-4	2	4	-0.1	-12	101	-7
Cc1ccc(S(=O)(=O)N2CCOCC2)cc1C(=O)OCC(=O)Nc1ccc2c(c1)OCO2	-0.2	12	3	7	2	-0.2	-14	94	0
Cn1c(=O)c2c(nc(CN3CCC(C(N)=O)CC3)n2Cc2ccccc2Cl)n(C)c1=O	-3.0	10	8	7	3	-0.1	-6	102	12
CSc1ccccc1NC(=O)CSc1n[nH]c(N)n1	-2.2	-14	1	2	-1	0.2	9	113	7
O=C(NCc1ccc(F)cc1)C1CCC(=O)N1CCc1ccccc1 (stereo not given)	0.2	17	-5	-4	-2	-0.1	6	87	8
Cc1nc(NCC2CCCO2)c2oc3ccccc3c2n1 (stereo not given)	2.8	2	4	0	0	0.0	8	83	-4
Cc1cccc(OCCCCCn2ccnc2)c1	2.3	3	4	1	1	0.0	-4	111	7
COCCn1c(-c2ccc(Cl)cc2Cl)nc2c(c(=O)c3ccccc3n2C)c1=O	1.7	-3	8	3	0	0.2	-5	96	-4
CN1CCN(c2nc3ccccn3c(=O)c2C=O)CC1	-4.9	-5	19	20	-3	0.0	0	93	5
CCOC(=O)C1C(=O)NC(SC)=C(C#N)C1c1ccccc1F (stereo not given)	0.1	8	8	6	3	0.0	14	104	-3
Cn1cnnc1Sc1ccc(C(=O)OCC(=O)NCC(F)(F)F)cc1[N+](=O)[O-]	0.3	7	-3	2	-3	0.1	11	124	-2
CCOc1ccc2nc(NC(=O)CSC3=NCCS3)sc2c1	-3.6	0	0	6	2	0.0	7	102	0
CCN=c1scc(C)n1/N=C/c1ccc(O)c(O)c1O	-17	-12	52*	15	5	-0.1	-18	90	5
Cc1cc(C)n(CC2CC(=O)N(c3ccc(C)c(Cl)c3)C2=O)n1 (stereo not given)	4.4	1	3	2	3	0.1	-11	100	0
COc1ccccc1CN1CC(C(=O)NCc2cccnc2)CC1=O (stereo not given)	-0.3	-19	-7	-5	-5	0.1	-2	101	2
N#Cc1ccc(OCC(=O)N2CCN(C(=O)c3ccco3)CC2)cc1	.	.	0	0	.	-0.2	-5	116	8
CCCCCC/C=C/c1ccc([C@H]2[C@H]3C=CC[C@@H](C)[C@@H]3C(=O)N2Cc2ccccc2)c(F)c1	0.5	-11	-3	0	-1	0.2	-8	96	-1
Cc1nn(C)c(C(=O)N/N=C/c2ccccn2)c1[N+](=O)[O-]	-0.3	-1	9	7	1	0.1	1	93	3
CCc1nnc(NC(=O)CCC(=O)N2CCN(c3cccc(Cl)c3)CC2)s1	0.2	-13	4	4	2	-0.1	-15	98	4
Cc1csc(NC(=O)c2ccccc2)n1	-7.1	-3	2	1	0	0.3	4	103	11
Cc1ccc(C(=O)NCCCN2CCOCC2)cc1Cl	-1.0	-23	-9	-4	-4	0.7	2	81	-8
COc1cccc(Oc2nc(-c3ccccc3O)nc3ccccc23)c1	0.0	6	-9	1	-6	-0.1	-2	94	3
CCN(CC)CCCN(Cc1cc2cc3c(cc2[nH]c1=O)OCO3)C(=S)NC	-2.1	-1	17	9	0	-0.1	-12	97	0
O=C(c1ccccc1)c1cc2ccccc2o1	0.6	-8	0	1	1	0.3	1	101	4
CCN(Cc1ccc2c(c1)OCCO2)S(=O)(=O)c1ccc(NC(C)=O)cc1	.	.	-3	2	.	0.5	3	99	3
Cc1ccsc1/C=N\NC(=O)c1cc(C(C)(C)C)[nH]n1	-0.4	4	-6	-6	0	0.2	-3	109	-3
O=C(O)CN(c1ccccc1[N+](=O)[O-])S(=O)(=O)c1ccccc1	-0.6	-2	-1	5	-8	0.0	4	87	-6
C=CCN=C(NC#N)SCCc1ccccc1	-2.3	6	-5	1	-3	-0.1	4	79	-2
CN1c2ccccc2C2(C)CCCC3=Cc4cccc([N+](=O)[O-])c4OC312 (stereo not given)	3.9	-8	6	0	3	0.0	3	104	4
CSC1=C(C#N)C(c2ccccc2Cl)C2=C(N1)c1ccccc1C2=O (stereo not given)	-3.0	-1	12	8	3	-0.1	-2	95	-1
C[C@]12C=CC(=O)C=C1CC[C@@H]1[C@@H]2C(=O)C[C@@]2(C)[C@H]1CC[C@]2(O)C(=O)COC(=O)CCC(=O)O	1.8	9	2	4	-4	-0.1	11	99	-2
c1ccc(-c2ccc(-c3[nH]ncc3CN3CCC(N4CCSCC4)CC3)cc2)cc1	-1.6	6	-4	1	1	0.0	14	104	2
O=C(C1CCCN(Cc2cccs2)C1)N1CCCCCC1 (stereo not given)	-3.3	0	-1	-1	-2	-0.1	13	103	2
O=C1Nc2ccc([N+](=O)[O-])cc2OC1CCN1CCCC1 (stereo not given)	2.7	-4	0	2	-1	0.0	7	99	-5
O=[N+]([O-])c1ccc(C2CCCC/C2=N/OCc2ccccc2F)c([N+](=O)[O-])c1 (stereo not given)	0.6	7	-2	7	1	0.0	2	80	-3
Cc1nn(Cc2ccccc2)c(=O)c2nn(-c3ccc(Cl)cc3)c(C)c12	-0.9	6	-1	6	-3	-0.1	6	100	2
N/C(=N\c1nc2ccccc2o1)NC(=O)C(Cc1ccccc1)N1C(=O)c2ccccc2C1=O (stereo not given)	0.7	1	4	3	-14	-0.3	10	105	2
COCCCN1C(=O)c2ccc(C(=O)Nc3ccc(OC)cc3OC)cc2C1=O	-1.0	7	-6	-1	3	0.2	19	99	-10
CCc1ccc(NC(=O)C2CCN(S(=O)(=O)c3ccc4c(c3)NC(=O)CO4)CC2)cc1	0.3	-2	-2	4	1	0.0	3	107	1
Cc1ccc(C(=O)NNC(=O)c2ccc(NS(=O)(=O)c3cccs3)cc2)s1	2.8	7	-10	-9	-7	0.3	-8	95	7
O=S(=O)([O-])CCC[n+]1c(SCCCS(=O)(=O)O)sc2ccc(Cl)cc21	-2.4	-14	-1	4	1	0.5	9	90	-3
Cc1cc(Br)ccc1SCC(=O)N1CCN(S(=O)(=O)c2ccccc2)CC1	-1.6	2	4	3	0	-0.2	-10	100	2
Cc1cn(-c2ccccc2)c(C)c1/C=N\Nc1nc(N2CCOCC2)nc(N2CCOCC2)n1	1.0	3	2	6	1	0.1	-1	99	-13
COC1=CC(=Cc2c(N)n3nc(CC(=O)N4CCCCC4)sc3nc2=O)C=C(OC)C1=O	13	-10	-13	-1	1	-0.2	5	112	-49
O=C(NCc1cccnc1)C1c2ccccc2C(=O)N1C1CCCCCC1 (stereo not given)	-0.9	1	2	3	0	0.0	-2	80	-2
CC(C)(C)OC(=O)N1CCC[C@@H]1CO	.	8	12	7	3	-0.1	-2	90	4
CCOc1ccc(CCNC(=O)COC(=O)c2ccc(OC(C)C)cc2)cc1OCC	2.4	-12	-9	0	-1	0.1	-12	113	-1
COc1ccccc1CC(=O)NCCN1CCCCC1	0.9	2	1	3	2	-0.1	16	93	2
CCC(CC)C(=O)Nc1cc(Cl)ccc1C	-0.4	1	1	2	5	0.0	-9	113	-3
CC(C)(C)C(=O)CSc1nc(N)cc(=O)[nH]1	0.7	-6	1	7	-2	0.0	-17	113	8
COc1ccc(N2CCN(C(=O)COC(=O)c3ccc(CSC)o3)CC2)cc1	.	.	3	7	.	-0.3	-2	98	6
Carrying on.
SMILES	MEX-5 binding	EBNA-1 inh	MCL1 BIM primary	Bcl-xL primary	Fam108B inh	Efflux pump inh	ZTA counter	Yeast superoxide	GLD-1 TGE inh
Cc1nc(SCC(=O)Nc2ccccc2C(F)(F)F)c2c(=O)n(C)c(=O)n(C)c2n1	.	9	3	0	1	0.1	23	106	4
CCOC(=O)CSC1=C(C#N)C(c2ccccc2)C(C(C)=O)=C(C)N1 (stereo not given)	-0.6	-10	4	1	2	0.1	0	103	5
O=C(Nc1ccc(F)cc1)Nc1ccccc1F	0.5	4	9	3	5	0.1	-2	108	1
CCOc1cc(Cl)c(NC(=O)c2ccco2)cc1OCC	-2.8	4	14	7	1	0.0	2	82	-6
O=C(Cn1cnc2c(cnn2-c2ccccc2)c1=O)OCc1ccccc1	2.7	-6	3	2	1	-0.2	-3	93	-7
COc1ccc(NC(=S)Nc2ccc(C)c(Cl)c2)cc1OC	-0.1	-14	6	5	-1	-0.1	-7	86	8
Cc1cc(C)cc(NCc2ccncc2)c1	-2.2	11	17	9	1	0.0	-2	94	-1
CCn1c(CNc2ccccc2Cl)nnc1SCC(=O)OC1CCCCC1	-0.8	10	-4	-3	0	0.0	9	103	1
CC(=O)NC(CC(=O)Nc1ccc(S(=O)(=O)NC2=NCCCCC2)cc1)c1ccccc1 (stereo not given)	.	.	-8	-5	.	-0.1	5	91	2
COC(=O)c1c(NC(=O)C2c3ccccc3Oc3ccccc32)sc(C)c1C	4.6	-1	1	0	-2	0.3	3	99	7
Cc1ccccc1NC(=O)CN1C(=O)C2C3CC(C(Br)C3Br)C2C1=O (stereo not given)	2.7	2	-5	1	2	0.1	19	87	6
COC(=O)c1ccc(C(=O)OC)c(NC(=O)COC(=O)C2CCC(C(C)(C)C)CC2)c1 (stereo not given)	1.1	5	-3	2	-7	-0.1	-3	108	-5
CCOc1ccc(NC(=O)CN(C)CC(=O)Nc2ccc(Br)cc2F)cc1OCC	0.2	8	-2	0	-1	0.1	-7	94	2
CC(=NCCc1ccccc1)C1=C(O)COC1=O	-0.3	3	12	11	-3	-0.2	6	93	-3
O=C(CSc1ccccn1)N1CCN(c2cccc(Cl)c2)CC1	-0.1	15	9	7	3	-0.3	6	68	4
O=C(NCCCN1CCOCC1)c1ccc2ccccc2c1	2.7	-6	-2	1	-1	-0.2	-18	95	3

3 compounds out of the list, arranged by heavy-atom count, falling:
SMILES	MEX-5 binding	EBNA-1 inh	MCL1 BIM primary	Bcl-xL primary	Fam108B inh	Efflux pump inh	ZTA counter	Yeast superoxide	GLD-1 TGE inh
CCc1ccc(NC(=O)C2CCN(S(=O)(=O)c3ccc4c(c3)NC(=O)CO4)CC2)cc1	0.3	-2	-2	4	1	0.0	3	107	1
c1ccc(-c2ccc(-c3[nH]ncc3CN3CCC(N4CCSCC4)CC3)cc2)cc1	-1.6	6	-4	1	1	0.0	14	104	2
O=C1Nc2ccc([N+](=O)[O-])cc2OC1CCN1CCCC1 (stereo not given)	2.7	-4	0	2	-1	0.0	7	99	-5

Compound activity as filed in PubChem.
